OX1R antag-1: blocks the human orexin 1 receptor | OX1R-expressing cells, FRET antagonist read-out | inhibition, % at 6.6 µM | 1.8% of 330,000 active | AID 485270; in the data active = inhibition mostly above about 38%, no sharp cut-off; inactive = mostly below about 40%;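 note: 0% = agonist challenge alone and 100% = reference antagonist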
Target sequence (O43613 whole entry, looked up): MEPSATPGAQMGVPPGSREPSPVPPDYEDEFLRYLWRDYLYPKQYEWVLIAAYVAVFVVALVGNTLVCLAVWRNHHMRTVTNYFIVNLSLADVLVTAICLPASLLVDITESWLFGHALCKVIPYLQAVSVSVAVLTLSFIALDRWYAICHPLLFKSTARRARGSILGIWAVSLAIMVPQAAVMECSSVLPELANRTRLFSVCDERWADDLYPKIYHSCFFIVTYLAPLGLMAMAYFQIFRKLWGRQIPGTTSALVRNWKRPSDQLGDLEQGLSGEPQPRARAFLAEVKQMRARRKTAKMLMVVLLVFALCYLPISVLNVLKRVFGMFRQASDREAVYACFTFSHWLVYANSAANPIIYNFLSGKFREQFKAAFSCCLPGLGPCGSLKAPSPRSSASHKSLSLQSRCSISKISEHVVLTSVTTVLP
OX1R antag-2: antagonists of human orexin 1 receptor; O43613; CHO/OX1R cells, Fluo-8 calcium fluorescence, orexin A; inhibition, % at 5 µM; 0.43% of 330,000 active; AID 434989;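 active = inhibition above its plate's threshold, mean inhibition of all tested compounds on the plate plus 3 SD, cut at about 37% in these data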;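 note: 0% = orexin A challenge wells and 100% = SB-334867-A antagonist wells; not every result past the cut was called active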
Active calls of the source: *; & = joins results of further samples. The order is random. About 2.1% of those tested had a hit in this group.

SMILES | OX1R antag-1 | OX1R antag-2
COc1ccc(S(=O)(=O)NCC(=O)NCc2cc(=O)n(C)c(=O)n2C)cc1C | -1 | -14
CCOC(=O)Cn1c(=O)c2c(nc(Br)n2Cc2ccccc2Cl)n(C)c1=O | 17 | -22
O=C(OCC(=O)N1CCN(C(=O)c2ccco2)CC1)c1cc(=O)c2ccccc2o1 | 21 | -20
CS(=O)(=O)N1CCC(C(=O)Nc2ccccc2Sc2ccccc2)CC1 | 16 | -18
CN1CCC[C@@H]1CCNC(=O)c1cccc2c1C(=O)c1ccc(N3CCCC3)cc1S2(=O)=O | 17 | 9
CCOc1ccc(NC(=O)CN2CCc3cc4c(cc3C2)OCCCO4)cc1OCC | 7 | -6
COc1ccc2cc(C3CC(c4ccco4)=NN3S(=O)(=O)c3ccccc3)c(Cl)nc2c1 (stereo unspecified) | 20 | -6
O=C(Nc1ccccc1F)c1cc2c(s1)-c1ccccc1S(=O)(=O)C2 | 16 | -2
COc1cc(C=O)ccc1OCc1ccccc1Br | 2 | -6
Cc1cc(C(=O)COc2ccc(C#N)cc2)c(C)n1CC1CCCO1 (stereo unspecified) | 10 | 8
CC(Oc1ccc(Cl)cc1Cl)c1ccnc(N)n1 (stereo unspecified) | 16 | -30
CCC(C)(C)NC(=O)CCCSc1nc2ccccc2[nH]1 | 1 | -25
COc1cccc(C(CC(=O)O)NS(=O)(=O)c2ccc3c(c2)N(C(C)=O)CC(C)O3)c1 (stereo unspecified) | 5 | -55
Cc1ccc(C)c(NC(=O)Cn2nnc(C(=O)Nc3c(C)cccc3C)c2N)c1 | 4 | -8
O/N=C/c1ccc(-c2cc(Cl)ccc2Cl)o1 | 30 | -15
CCc1nc(SCc2ccc(C(=O)OC)o2)n[nH]1 | 8 | 0
O=C(NNc1ncccc1-n1cccc1)c1ccc(Cl)cc1 | 9 | -30
COc1cc(N)c(Cl)cc1C(=O)OCC(=O)Nc1ccc(N2CCOCC2)cc1 | 1 | 8
COC1CCCCC1NS(=O)(=O)c1ccc(Cl)cc1 (stereo unspecified) | 3 | -32
CCN(CC)S(=O)(=O)c1ccc(S(=O)(=O)N2CCCC2)cc1 | 14 | 5
Cc1nn(CC(=O)NCCCN2CCCCC2)c(=O)c2cc(-c3ccccc3)nn12 | -1 | -10
COc1ccc2oc(=O)cc(-c3cc4cccc(OC)c4o3)c2c1 | 12 | -12
COc1ccc(NC(=O)CC(NC(C)c2ccccc2)C(=O)O)cc1 (stereo unspecified) | 5 | -17
CC1=C(C(=O)Nc2ccccc2C(=O)NC2CCCCC2)SCCO1 | 17 | -14
COc1ccc(C(=O)NCCN2CCOCC2)c(OC)c1OC | 8 | -11
CCC(C(=O)NC1CCCCCC1)n1nc(C)c2c(C)n(-c3ccccc3)nc2c1=O (stereo unspecified) | 14 | -23
O=C(OCC(=O)N1CCCc2ccccc21)c1ccc(F)c(S(=O)(=O)N2CCOCC2)c1 | 0 | -27
Cc1ccccc1CSc1nnc(C)n1N | 10 | -4
COc1cccc(C(=O)n2ccc(-c3cccs3)n2)c1 | 2 | -3
CCC(=O)N1CCN(c2cc(NCC3CCCO3)c(F)cc2[N+](=O)[O-])CC1 (stereo unspecified) | 61 | -13
O=C(CCCN1C(=O)c2ccccc2C1=O)Nc1nccs1 | 25 | -4
C=CCN1C(=O)/C(=C2/Sc3ccc(OC)cc3N2C)SC1=Nc1cccc(O)c1 | 58 | -24
CC(C)CC(=O)Nc1nnn(C)n1 | 5 | -6
CCCCn1c(N)c(N(CCOC)C(=O)c2ccc3c(c2)OCCO3)c(=O)[nH]c1=O | 20 | -8
CC1CCN(C(=O)COC(=O)c2ccccc2C(=O)c2ccccc2)CC1 | 12 | -32
COc1ccc(CNC(=O)CCCNC(=O)c2ccc(Cl)cc2)cc1OC | -3 | -25
COc1cc(/C=N/NC(=O)c2sc(N)c(C#N)c2C)cc(Br)c1O | 82* | -18
COc1ccc(N2CCN(C(=O)Cc3ccc(OC)c(OC)c3)CC2)cc1 | 1 | -7
CC(C)=CCC/C(C)=C/C(=O)O | 16 | -25
CCN(CC)CCn1c(=N)n(CC(=O)c2ccc(Br)s2)c2ccccc21 | 4 | -32
O=C1C2C(C(=O)N1Cc1ccco1)C1C=CC2C12CC2 (stereo unspecified) | 13 | -6
CNC(=O)Nc1cccc(-c2cc(-c3c(Cl)cccc3Cl)no2)c1 | 36 | 22
N#Cc1ccc(CSC2=NCCN2)cc1 | 11 | -12
O=C(OCC(=O)N1CCc2ccccc2C1)c1ccc(O)cc1 | -5 | -10
C=CCNC(=O)/C=C/c1ccc(C(C)C)cc1 | 38 | -11
Cc1cccc(OCCNC(=O)c2ccc(Cl)c(S(=O)(=O)NCc3cccnc3)c2)c1 | 6 | -12
COC(=O)CCC(C)N1CCC(Oc2ccc(C(=O)N3CCCC3)cc2)CC1 (stereo unspecified) | 8 | -7
CN(C)c1cccc(NC(=O)c2ccco2)c1 | 6 | -15
O=C(Oc1ccc2ccccc2c1)c1ccccc1 | 7 | -4
N#CCCN(C(=O)Cn1nc(C(=O)O)c2ccccc2c1=O)c1ccccc1 | 9 | -26
COc1ccc(C2(CNC(=O)c3cccc([N+](=O)[O-])c3)CCOCC2)cc1 | 22 | -15
O=C(NCc1ccccn1)C(=O)NCc1ccccn1 | 4 | -1
COC(=O)c1ccccc1SC1CC(=O)N(c2cccc(C)c2)C1=O (stereo unspecified) | 5 | -2
COc1ccc(CCNC(=O)c2cc(-c3cc(C)ccc3O)n[nH]2)cc1OC | 32 | -16
Cc1c(C(=O)Nc2ccc(Cl)cc2)c2ccccn2c1C(=O)c1ccc(F)cc1 | 7 | -12
O=C(NN1CCOCC1)c1ccc(Cl)c([N+](=O)[O-])c1 | 22 | 6
COc1ccc(/C=C2\SC(=S)N(CCCCCC(=O)Nc3cc(C)on3)C2=O)cc1OC | 1 | -21
CN(CCNC(=O)CN1C(=O)CSc2ccc(S(=O)(=O)N3CCCC3)cc21)Cc1ccccc1 | 11 | -34
O=C(CCN1C(=O)/C(=C/c2ccc(F)cc2)SC1=S)NC1C=CS(=O)(=O)C1 (stereo unspecified) | 22 | -16
COc1cc2ccccc2cc1C(=O)Nc1cc(C)ccn1 | 53* | -15

OX1R antag-1, hit marks shown above.
SMILES | OX1R antag-1 | OX1R antag-2
COc1cc(/C=N/NC(=O)c2sc(N)c(C#N)c2C)cc(Br)c1O | 82* | -18
COc1cc2ccccc2cc1C(=O)Nc1cc(C)ccn1 | 53* | -15

Continued.
SMILES | OX1R antag-1 | OX1R antag-2
C#CCSc1nnnn1-c1ccc(OCC)cc1 | 9 | 3
CC1(C)CC(=O)N(c2ccc(Cl)cc2Cl)C(=O)C1 | -4 | -3
Fc1ccccc1CSc1nncn1NC/C=C/c1ccccc1 | 35 | -10
Oc1ccccc1-c1cc(C(F)(F)C(F)F)nc(-c2ccccc2)n1 | 10 | -6
CC(=O)NCC(=O)OCC(=O)N1c2ccccc2Sc2ccccc21 | 18 | -3
CCOC(=O)c1cnc2ccc(OC)cc2c1NCCc1ccc(OC)c(OC)c1 | 21 | -12
Cc1ccc(Cl)c(OCC(=O)Nc2ccc3c(c2)OCCO3)c1 | 8 | 0
C(=N\N1CCN(c2ccccc2)CC1)/c1ccccc1 | 12 | -18
Cc1ccc(-c2noc(CCC(=O)NC3CCCC3)n2)cc1 | 5 | -6
CC(C)(Oc1ccc(Cl)cc1)C(=O)NC1CCSC1=O (stereo unspecified) | -5 | 7
COc1cccc(C(=O)NN2CCOCC2)c1 | 7 | -8
CNC(=O)c1ccc(NC(=O)Cc2ccc(S(=O)(=O)N3CCOCC3)s2)cc1 | 10 | -6
CCCSc1nc(-n2ncc(C#N)c2N)c2c3c(sc2n1)CCC(C)C3 (stereo unspecified) | 1 | 11
O=C(Nc1ccc(NC(=O)c2ccco2)nc1)c1cccnc1 | 30 | -23
CCc1ccccc1NC(=O)N1CCc2ccccc21 | 14 | -12
CCOC(=O)c1cc2c(=O)n3ccccc3nc2n(CC(C)C)c1=NC(=O)c1ccco1 | 117* | -32
CCCCSc1nc2sc3c(c2c(=O)n1-c1ccccc1)CCN(C)C3 | -14 | -20
CCCCCC(=O)Nc1ccc(C(=O)COC(=O)c2ccccn2)cc1 | 18 | -13
Cc1cc(C)c(S(=O)(=O)ON2C(=O)c3ccccc3C2=O)cc1C | 2 | 10
Cc1ccc(NC(=O)NNC(=O)COc2ccc(Cl)cc2)cc1 | 21 | -1
C/C(Cc1ccccc1)=N\NC(=O)c1cccnc1 | 12 | -4
CC(=O)c1cccc(NC(=O)N2CC(C)OC(C)C2)c1 (stereo unspecified) | 16 | -14
COc1ccc(C(=O)NCC(=O)OCc2csc(-c3ccccc3)n2)cc1 | 6 | -33
COCCNC(=O)C(=O)NNC(=O)COc1ccc(OC)cc1 | 8 | -6
CC(/C=C/c1ccc2c(c1)OCO2)=N\NC(=O)c1cccc([N+](=O)[O-])c1 | 26 | -16
Cc1sc2ncn(CC(=O)NCC3COc4ccccc4O3)c(=O)c2c1S(=O)(=O)N1CCOCC1 (stereo unspecified) | 11 | -13
N#C/C(=C\N1CCCCC1)S(=O)(=O)c1ccc(Cl)cc1 | 2 | -8
c1ccc2[nH]c(CSc3nccs3)nc2c1 | 9 | -20
COCCNC(=O)C1CC2Cn3c(nc4cc(C)c(C)cc43)C2N1C (stereo unspecified) | 8 | 1
Cc1ccc(C)c(SCC(=O)Nc2oc(C)c3c(C)n[nH]c(=O)c23)c1 | 15 | -28
O=C(Nc1cccc([N+](=O)[O-])c1)Nc1cccc([N+](=O)[O-])c1 | 45 | -11
CC(=O)c1cccc(NC(=O)c2cc3ccccn3n2)c1 | 17 | -21
CC(C)CCN(N=O)[C@@H](Cc1ccccc1)CN(N=O)[C@@H](Cc1ccccc1)CN(C)N=O | 15 | -12
CCOC(=O)C1CCN(C(=O)CSc2nccc(C)n2)CC1 | 7 | -4
CC(C)c1ccc(S(=O)(=O)N2CCN(C(=O)CCNC(=O)Nc3ccccc3)CC2)cc1 | 8 | 7
COc1ccc(OC)c(NC(=O)CCCSc2ccccc2)c1 | 14 | -22
Cn1cccc1CC(=O)NNC(=S)Nc1ccccc1Cl | 1 | 2
Cc1ccc(CN2C(=O)CCC2C(=O)NC(C)C)cc1 (stereo unspecified) | 9 | -18
CN1C(=O)N(CC(=O)NCc2ccc(Cl)cc2Cl)C(=O)C12CCCCC2 | 0 | -24
Cc1oc(C2CC2)cc1C(=O)O | 2 | -20
CCOc1ccc(NC(=O)CN(C)C(=O)c2nc3nc(C)cc(C)n3n2)cc1OCC | 2 | -3
Cc1ccc(NC(=S)NC(=O)CC2CC(C)(C)OC2=O)cc1 (stereo unspecified) | 3 | -10
Nc1nc(SCc2ccccc2Cl)nc2nc3c(cc12)CCCC3 | 7 | -17
CC1(C)NC(=O)N(CC(=O)OCc2cc(=O)n3cc(Br)ccc3n2)C1=O | 56 | -9
CC(c1ccccc1)C(CC(=O)O)C(=O)NC1CCCCC1 (stereo unspecified) | 9 | -3
Cc1cccc(N=Cc2[nH]c3ccc(Br)c(Cl)c3c2O)c1 | 21 | -1
CC1CN(C(=S)Nc2ccc(Br)cc2Cl)CC(C)O1 (stereo unspecified) | 5 | -8
CCCCNS(=O)(=O)c1ccc(S(=O)(=O)N2CCC3(CC2)OCCO3)cc1 | 20 | -6
O=S1(=O)CC2N=C(N(Cc3c(F)cccc3Cl)c3ccccc3F)SC2C1 (stereo unspecified) | 3 | -14
Cc1ccc(-c2cn(-c3ccccc3)c3[n+]2CCCS3)cc1 | 14&15 | 10&-3
Cc1cc(OC(=O)c2ccccc2C)c([N+](=O)[O-])c(=O)[nH]1 | 12 | -6
COc1ccccc1C(=O)Nc1ccnn1C1CCN(Cc2cnn(C)c2)CC1 | 18 | -15
COc1ccc(CN2CCN(C(=O)CCC(=O)Nc3nnc(C(F)(F)F)s3)CC2)cc1F | 2 | -23
COc1ccc(C(=O)n2cnc3ccccc32)cc1 | 3 | -6
COc1cc(OC)c(N2CC(C(=O)Nc3cc(Cl)ccc3N3CCOCC3)CC2=O)cc1Cl (stereo unspecified) | 1 | 4
COc1ccc(Cc2nc3ccc(S(=O)(=O)N4CCOCC4)cc3[nH]2)cc1 | 15 | -16

Structures above with an aryl thioether with sulfur outside any ring (14):
SMILES | OX1R antag-1 | OX1R antag-2
CS(=O)(=O)N1CCC(C(=O)Nc2ccccc2Sc2ccccc2)CC1 | 16 | -18
CCC(C)(C)NC(=O)CCCSc1nc2ccccc2[nH]1 | 1 | -25
CCc1nc(SCc2ccc(C(=O)OC)o2)n[nH]1 | 8 | 0
Cc1ccccc1CSc1nnc(C)n1N | 10 | -4
COC(=O)c1ccccc1SC1CC(=O)N(c2cccc(C)c2)C1=O (stereo unspecified) | 5 | -2
C#CCSc1nnnn1-c1ccc(OCC)cc1 | 9 | 3
Fc1ccccc1CSc1nncn1NC/C=C/c1ccccc1 | 35 | -10
CCCSc1nc(-n2ncc(C#N)c2N)c2c3c(sc2n1)CCC(C)C3 (stereo unspecified) | 1 | 11
CCCCSc1nc2sc3c(c2c(=O)n1-c1ccccc1)CCN(C)C3 | -14 | -20
c1ccc2[nH]c(CSc3nccs3)nc2c1 | 9 | -20
Cc1ccc(C)c(SCC(=O)Nc2oc(C)c3c(C)n[nH]c(=O)c23)c1 | 15 | -28
CCOC(=O)C1CCN(C(=O)CSc2nccc(C)n2)CC1 | 7 | -4
COc1ccc(OC)c(NC(=O)CCCSc2ccccc2)c1 | 14 | -22
Nc1nc(SCc2ccccc2Cl)nc2nc3c(cc12)CCCC3 | 7 | -17

Screening data (PubChem)
